JMJD2A Tudor – inhibitors of human JMJD2A Tudor domain; AID 504339; AlphaScreen JMJD2A-Tudor / H3K4me3 peptide binding; Potency, µM (titrated, usually from 114 µM), for the others: top-dose activity change, negative = inhibition, most hits filed as inhibitors; actives 4.4% (n = 390,000); O75164; further: on the % scale 0 is the no-effect control and ±100 the full control effect; nearly all actives have a fitted effect of over 50% in size
12-LOX inh – blocks human arachidonate 12S-lipoxygenase | actives 1.1% (n = 580,000) | P18054 | Potency, µM (top dose mostly 108 µM), without a hit: at the top dose activity change, negative = inhibition, usual class: inhibitors | purified 12hLO, xylenol orange hydroperoxide absorbance; further: on the % scale 0 is the no-effect control and ±100 the full control effect
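Purified human 12hLO at 150 nM in 25 mM Hepes, 0.01% Triton X-100, pH 7.0, preincubated 15 min at room temperature with compound. Reaction started with 40 uM arachidonic acid, 30 min at room temperature. Hydroperoxide measured by Fe-xylenol orange, 573/405 nm absorbance ratio.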
RGS4 inhibitor – human RGS4 inhibition; Transcreener GDP fluorescence polarization, RGS4-accelerated GTP hydrolysis; Potency, µM (top dose mostly 114 µM), for the others: at the top dose activity change, negative = inhibition, actives largely listed as inhibitors; actives 0.039% (n = 390,000); AID 504845; further: on the % scale 0 is the no-effect control and ±100 the full control effect; nearly all actives have a fitted effect of over 75% in size; some results filed as inactive show a strong effect at the top dose
Target sequence (P49798 whole entry, looked up): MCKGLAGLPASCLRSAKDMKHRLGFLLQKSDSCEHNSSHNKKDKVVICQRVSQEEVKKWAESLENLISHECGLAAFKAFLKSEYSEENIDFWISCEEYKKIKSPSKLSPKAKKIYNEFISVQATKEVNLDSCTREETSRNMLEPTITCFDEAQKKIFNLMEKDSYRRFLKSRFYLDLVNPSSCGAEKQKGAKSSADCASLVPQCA
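MLSMR compounds (23 nl, pin-transferred) preincubated 10 min at room temperature with a 500nM (2x) first reagent, then RGS4 at 900nM (2x) plus Transcreener GDP mix added; fluorescence polarization (620/688 nm) read before and after 90 min at 30 °C.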
TrxR1 inh – blocks rat thioredoxin reductase 1; AID 588453; recombinant rTrxR1, NADPH fluorescence consumption, selenite substrate; O89049; Potency, µM (doses to about 114 µM), for the others: at the top dose activity change, negative = inhibition, hits mostly inhibitors; actives 1% (n = 390,000); further: on the % scale 0 is the no-effect control and ±100 the full control effect; nearly all actives have a fitted effect of over 65% in size
Target sequence (O89049 whole entry, looked up): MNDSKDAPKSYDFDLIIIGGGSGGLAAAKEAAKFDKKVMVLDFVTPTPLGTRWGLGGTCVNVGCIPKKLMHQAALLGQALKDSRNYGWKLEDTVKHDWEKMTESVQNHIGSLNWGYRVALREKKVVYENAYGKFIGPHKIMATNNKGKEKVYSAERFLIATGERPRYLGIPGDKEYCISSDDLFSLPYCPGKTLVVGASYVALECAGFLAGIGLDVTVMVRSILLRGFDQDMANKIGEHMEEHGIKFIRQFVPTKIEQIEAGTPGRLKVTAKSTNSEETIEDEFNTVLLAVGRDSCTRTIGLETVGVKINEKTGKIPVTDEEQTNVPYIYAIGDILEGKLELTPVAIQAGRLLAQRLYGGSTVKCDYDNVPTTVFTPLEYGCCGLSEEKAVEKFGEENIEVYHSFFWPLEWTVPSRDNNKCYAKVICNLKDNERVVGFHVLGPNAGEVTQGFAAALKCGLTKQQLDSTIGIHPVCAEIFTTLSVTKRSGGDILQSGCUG
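Rat TrxR1 (90 nM in the dispensed reagent) was pre-reduced with 400 uM NADPH for 5 min at room temperature, then incubated with compound for 15 min. After 400 uM selenite was added, NADPH fluorescence (Ex 340/Em 450 nm) was followed for 8 min.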
ERG-DNA inh – blocks human ERG Ets domain binding to DNA; AID 624246; actives 0.028% (n = 370,000); Potency, µM (titrated, usually from 76.9 µM), for inactives: at the top dose FP activity, negative = inhibition, usual class: inhibitors; P11308; fluorescence polarization, His-ERG Ets domain / labelled DNA; active means well fitted inhibition curve with a large enough effect in the polarisation, with a control signal flat; inconclusive means small, poorly fitted or top-dose-only effect, or effect the other way, or a change in a side signal; inactive means no such curve, though single readings can be large or run the other way; the % refers to the polarisation;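 further: polarization taken with two DNA probes labelled with fluorescein and Texas red; % of control where 0% means no effect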
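His-tagged ERG Ets domain (1 uM in the protein solution; 300mM KCl, 50mM Tris-HCl, 1mM EDTA, 1mM DTT, pH 7.5) received compound, then a probe mix of 5 nM fluorescein-DNA and 100nM Texas-615-DNA. Fluorescence polarization was read for both dyes.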
HP1b binding inh – inhibitors of HP1-beta chromodomain binding to methylated histone tails; P83916; AlphaScreen HP1-beta / biotin-H3K9me3 peptide binding; Potency, µM (series often up to 114 µM), for inactives: at the top dose activity change, negative = inhibition, most hits filed as inhibitors; actives 0.56% (n = 390,000); AID 540317; further: nearly all actives have a fitted effect of over 70% in size; inactives centre near 23
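HP1-beta protein (50 nM final) preincubated 30 min at room temperature with biotinylated H3(1-18)K9me3 peptide (50 nM) in PBS pH 7.4, 0.01% Tween-20, then compound added for 30 min. AlphaScreen streptavidin donor/nickel chelate acceptor beads (10 ug/mL final), 30 min dark, luminescence read.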
PGK inhibitor – blocks T. brucei phosphoglycerate kinase. P07378. PGK/GAPDH coupled, Kinase-Glo luminescence, 60 min. Potency, µM (series often up to 57.5 µM), for the others: at the highest dose activity change, negative = inhibition, most hits filed as inhibitors. actives 0.043% (n = 380,000). AID 602233; further: on the % scale 0 is the no-effect control and ±100 the full control effect; nearly all actives have a fitted effect of over 60% in size
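Luminescent ATP detection (Kinase-Glo Plus) follows a 60-minute room-temperature incubation, with wells lacking PGK as controls. Buffer: 100 mM TEA (pH 7.6), 5 mM MgCl2, 0.01% Tween-20. Coupling enzyme GAPDH (100 nM final) supplies unstable 1,3-BPG in-well.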
Pin1 inh – blocks the human prolyl isomerase Pin1; Pin1 FP peptide displacement, HiFluor488, 10 min; Potency, µM (titrated, usually from 115 µM), inactives show at the top dose activity, negative = inhibition, usual class: inhibitors; actives 0.009% (n = 390,000); AID 504891; active means well fitted inhibition curve with a large enough effect in the polarisation, with a control signal flat, not every such curve was filed as active; inconclusive means small, poorly fitted or top-dose-only effect, or effect the other way, or a change in a side signal; inactive means no such curve, though single readings can be large or run the other way; the % refers to the polarisation; further: on the % scale 0 is the no-effect control and ±100 the full control effect
Target sequence (Q13526 whole entry, looked up): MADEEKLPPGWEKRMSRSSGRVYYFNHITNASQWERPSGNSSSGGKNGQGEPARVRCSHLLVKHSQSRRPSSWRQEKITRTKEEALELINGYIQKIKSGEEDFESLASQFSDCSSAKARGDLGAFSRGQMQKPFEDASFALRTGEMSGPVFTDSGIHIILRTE
GLS inhibitor – glutaminase GLS (human) inhibition; actives 0.21% (n = 410,000); GLS enzymatic activity, qHTS titration; AID 624170; O94925; Potency, µM (highest dose often 45.5 µM), inactives show at the highest dose activity change, negative = inhibition, most hits filed as inhibitors; further: on the % scale 0 is the no-effect control and ±100 the full control effect
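hKGA in 45 mM KH2PO4 pH 8.2, 0.02% Tween-20 with pin-transferred compounds; 1 mM L-glutamine (stock) plus glutamate oxidase/HRP/Amplex Red coupling added. Fluorescence read initially and after 30 min at RT.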
* hit, by the source's call; i = inactive; u = inconclusive; x = no result given; [ ] = another dose, or the depositor's remark. Unless noted, the call rests on the fitted dose curve; in most records, active means well fitted curve in the direction sought with a large enough effect; inconclusive means small, poorly fitted or top-dose-only effect, or another doubt; inactive means no such curve, though single readings can be large; an effect the other way counts as inactive or inconclusive. Potency means the concentration at half of the fitted maximal effect.

SMILES	JMJD2A Tudor	12-LOX inh	RGS4 inhibitor	TrxR1 inh	ERG-DNA inh	HP1b binding inh	PGK inhibitor	Pin1 inh	GLS inhibitor
COc1ccccc1CC(=O)NN1C(=O)NC2(CCC(C)CC2)C1=O (centres undefined)	-12%	-17%	-3%	6%	-2%	45%[activator]	3%	-1%	-1%
Cc1nc2ccccc2c2oc(C(=O)NCc3ccccn3)cc12	-9%	23%	-13%	15%	-9%	33%[activator]	-6%	2%	-9%
CCOC(=O)CN(C(=O)CNC(=O)c1ccco1)C(C(=O)NC1CCCC1)c1ccccc1OCC (centres undefined)	-23%	0%	-26%	4%	-4%	0%	-6%	0%	0%
Nc1ncnc2c1ncn2[C@@H]1O[C@H](CNC(=O)[C@H]2CCC(=O)N2)[C@@H](O)[C@H]1O	-13%	10%	15%	12%	-4%	16%	0%	4%	-1%
C=C1SC(=Nc2c(C)cc(C)cc2C)N(C(=O)c2sc3ccccc3c2Cl)C12CCCCC2	-12%	15%	-4%	19%[2.29 µM]	-16%	32%	0%	-4%	1%
C/C(=N/NS(=O)(=O)c1ccc(C)c(C)c1)c1ccncc1	-11%	-30%	-13%	19%	1%	56%	-1%	-7%	-6%
COC(=O)c1ccc(C(=O)NC2CCCc3c2cnn3-c2cc(F)cc(F)c2)nc1 (centres undefined)	-17%	-14%	-22%	6%	18%	35%	i	9%	-6%
CCCc1nnc(NC(=O)CC(C)c2ccccc2)s1 (centres undefined)	-14%	-28%	u	8%[57.1 µM]	-3%	-16%	-9%	-3%	-8%
CC1CCCCN1C(=S)NCCc1ccccc1 (centres undefined)	16%	-14%	-11%	-12%	6%	48%[activator]	-3%	-1%	8%
COCCCN1C(=O)C(=O)/C(=C(/O)c2ccc(OC)cc2C)C1c1cccnc1 (centres undefined)	u	0%	54%[activator]	-2%[57.1 µM]	-9%	14%	5%	-4%	9%
O=C(CCSCCC(=O)NCc1ccc(F)cc1)NCc1ccc(F)cc1	-2%	4%	-12%	-14%	0%	32%	i	2%	2%
COc1cc([N+](=O)[O-])ccc1NC(=O)CCCOc1cccc(C)c1C	-32%	-18%	6%	-3%	1%	-1%	-2%	1%	-2%
COc1ccc(C)cc1S(=O)(=O)N(C)CC(=O)Nc1ccc2c(c1)OCO2	-13%	4%	-17%	-8%	x	18%	-4%	7%	-17%
Cc1cccc(-n2nnc(-c3nc(-c4cccs4)no3)c2N)c1C	22%	-3%	-3%	1%	3%	44%[activator]	-4%	-1%	-6%
Cc1ccc(NC(=O)C2CCCN2S(=O)(=O)c2ccc(F)cc2)c(C)c1 (centres undefined)	-1%	-24%	-7%	9%	4%	26%	-6%	-5%	0%
CC1(C)NC(=O)N(CCCCOc2ccc3c(c2)CCC3)C1=O	10%	-3%	-18%	14%	-22%	41%	-1%	-15%	-7%
O=C(c1ccc(-c2ccccc2)cc1)C1CCCN(C(=O)c2ccncc2)C1 (centres undefined)	-22%	0%	4%	21%	8%	17%	-1%	-1%	-12%
CCOc1ccc(NS(=O)(=O)c2coc(C(N)=O)c2)cc1	11%	8%[57.4 µM]	8%	2%[57.1 µM]	0%	39%	4%	-1%	10%
CCOC(=O)c1cn(Cc2ccc(C)cc2)nn1	-5%	19%	9%	-7%	6%	13%	-10%	3%	3%
O=C(NCCCn1ccnc1)/C(=C\c1ccc(Br)cc1)NC(=O)c1ccccc1F	-28%	u	-24%	-8%	1%	16%	6%	-10%	12%
COc1cc(NC(=S)NCCCN(C)C)c(OC)cc1NC(=O)c1ccco1	-20%	-12%	-19%	5%	11%	2%	-3%	3%	24%
Cc1ccc(NC(=O)Cn2cccc2C2=NC(c3ccccc3)CO2)c(C)c1 (centres undefined)	-12%	-15%	-13%	-9%	-10%	-2%	-9%	1%	-7%
O=C(N/N=C/c1cc([N+](=O)[O-])ccc1Cl)c1ccc2nc[nH]c2c1	-28%	-6%	u	-4%	5%	4%	-8%	31%[activator]	-2%
N=c1c2ccccc2nnn1-c1ccc(C(F)(F)F)cc1	-33%	-11%	9%	0%[57.1 µM]	7%	-17%	-2%	8%	3%
Cn1c(C(=O)NCc2ccccc2Cl)cc2sc(Cl)cc21	-5%	-25%	-1%	2%	-1%	61%[activator]	x	8%	4%
O=C(NCc1cccs1)C1CCN(S(=O)(=O)c2ccc(Br)s2)CC1	9%[57.1 µM]	133%[activator]	22%[11.4 µM]	7%[57.1 µM]	5%	32%	-9%	-4%	-1%
CC(C)(C)c1ccc(C(=O)N2CCCCC2CCN2CCCCC2)cc1 (centres undefined)	-4%	u	-4%	10%	-4%	28%	0%	5%	9%
OC(COc1cc(Cl)c(Cl)cc1Cl)CN1CCN(c2ncccn2)CC1 (centres undefined)	-13%	u	-2%	-4%	0%	23%	0%	-3%	-4%
Clc1ccc(-c2cc(-c3ccccn3)on2)c(Cl)c1	9%	95%[activator]	5%	20%	1%	46%[activator]	-20%	-5%	-1%
COc1cc(CN2CCCC(CCC(=O)NCc3ccc(C)o3)C2)cc2c1OCO2 (centres undefined)	-30%	-7%	3%	5%	2%	2%	x	14%	2%
CCOC(=O)N1CCN(c2c(NCC3CCCO3)c(=O)c2=O)CC1 (centres undefined)	-4%	18%	7%	19%	-14%	50%[activator]	i	1%	22%
COc1ccc(CNC(=O)CC2C[C@H](C(=O)N3CCCCC3)[C@@]3(C)c4[nH]c5ccccc5c4CCN3C2=O)cc1OC (some centres undefined)	-23%	-18%	10%	11%	7%	27%	2%	-3%	1%
COc1ccc(COc2ccc3ccc(=O)oc3c2)cc1	19%	-3%	11%	10%	0%	38%[activator]	5%	1%	-1%
O=C(CC(c1ccccc1)c1cc(Br)ccc1O)NCCCN1CCOCC1 (centres undefined)	-19%	u	15%	25%	-8%	28%	-2%	-8%	6%
COc1cccc(-c2nc(SCc3ccc(C)cc3)n3[nH]c(=O)cc3n2)c1	-27%	u	-36%	63%[activator][57.1 µM]	-2%	33%	-6%	18%	1%
CC1C2CC(CC1(C)C)N(C(=O)Nc1ccc3nccnc3c1)C2 (centres undefined)	-9%	337%[activator]	-34%	-2%	-26%	33%	i	-1%	3%
Cc1ccc(CNC(=O)CCC(=O)c2cccs2)cc1	6%	-21%	-15%	-14%	4%	12%	i	2%	x
COc1ccc(C(=O)NCc2ccc3c(c2)OCO3)cc1S(=O)(=O)N(C)Cc1ccccc1	-21%	-13%	11%	3%	0%	18%	10%	20%	13%
O=C(Nc1ccc(S(=O)(=O)NC2=NCCCCC2)cc1)c1ccc(Cl)c([N+](=O)[O-])c1	-24%	172%[activator]	-19%	-7%	-3%	-3%	-1%	0%	2%
Cc1c(NC(=O)C2CCCCC2)cc(C(=O)N2CCOCC2)cc1[N+](=O)[O-]	7%	-1%	-23%	2%	-2%	49%[activator]	-7%	-2%	-14%
CC(/C=C1\N=C(SCc2ccccc2)SC1=O)=C\c1ccccc1	u	u	18%	-21%	1%	-6%	-5%	11%	9%
O=C(Oc1ccc(Cl)cc1)c1ccc2nccnc2c1	-5%	0%[57.4 µM]	-2%	8%	5%	11%	0%	0%	5%
O=C(Nc1ccc(N2CCCC2)cc1)c1ccc(Br)o1	u	-33%	-14%	-17%	x	-2%	x	u	14%
CCC1=Nc2cc(C(=O)NCCCN3CCOCC3)ccc2Sc2ccccc21	-25%	1%	35%[11.4 µM]	4%	-5%	29%	1%	-8%	5%
CC(C)n1c2ccccc2c2nnc(SCC(=O)OCN3C(=O)c4ccccc4C3=O)nc21	-5%	-4%	5%	-11%	-4%	26%	-1%	u	x
O=C(CN1C(=O)c2ccccc2S1(=O)=O)Nc1ncc([N+](=O)[O-])s1	3.5µM*	u	-39%	u	6%	-23%	-9%	-6%	11%
O=C(COC(=O)/C=C/c1cccc(C(F)(F)F)c1)NC1CCCCCC1	-13%	56%[activator]	9%	14%	4%	27%	-8%	0%	0%
CC1CCC(NC(=O)CCS(=O)(=O)c2ccc3c(c2)NC(=O)CO3)CC1 (centres undefined)	u	0%	-67%[56.9 µM]	19%[57.1 µM]	0%	21%	-7%	0%	14%
Cc1ccc(C)c(C(=O)CSc2nnc(C)s2)c1	-13%	-4%	1%	-10%	-11%	33%	-3%	-2%	14%
CC(=O)Nc1nc(C)c(CCC2OCCO2)c(=O)[nH]1	-3%	-19%	11%	7%[57.1 µM]	11%	25%	i	7%	-12%
COc1cc(CNS(=O)(=O)c2ccc3c(c2)CC(C)N3C(=O)C2CCC2)cc(OC)c1OC (centres undefined)	-13%	7%	-2%	11%	-3%	20%	-1%	-7%	0%
CC(C)(C)OC(=O)N1CCCC1C(=O)NC(Cc1ccccc1)C(=O)O (centres undefined)	-7%[57.1 µM]	0%	-3%	-5%	-1%	42%[activator]	-4%	-3%	6%

Compound activity (PubChem)

These rows are one share of the data, so the mix of outcomes need not match the whole.
